Screening data deposited in PubChem by several laboratories.
HDAC3 inh = HDAC3 deacetylase inhibitors, primary screen, biochemical, fluorescence, cell-free homogeneous | Histone deacetylase 3 (Homo sapiens), O15379 | 0.15% of 320,000 active | recombinant HDAC3, fluorogenic peptide/trypsin coupled | inhibition, % at 8.3 µM | AID 2718, 2010; in the data active means inhibition above about 26%, passing the limit was not always enough; inconclusive means no clear call, values can overlap the other calls
Target sequence (O15379 whole entry, looked up): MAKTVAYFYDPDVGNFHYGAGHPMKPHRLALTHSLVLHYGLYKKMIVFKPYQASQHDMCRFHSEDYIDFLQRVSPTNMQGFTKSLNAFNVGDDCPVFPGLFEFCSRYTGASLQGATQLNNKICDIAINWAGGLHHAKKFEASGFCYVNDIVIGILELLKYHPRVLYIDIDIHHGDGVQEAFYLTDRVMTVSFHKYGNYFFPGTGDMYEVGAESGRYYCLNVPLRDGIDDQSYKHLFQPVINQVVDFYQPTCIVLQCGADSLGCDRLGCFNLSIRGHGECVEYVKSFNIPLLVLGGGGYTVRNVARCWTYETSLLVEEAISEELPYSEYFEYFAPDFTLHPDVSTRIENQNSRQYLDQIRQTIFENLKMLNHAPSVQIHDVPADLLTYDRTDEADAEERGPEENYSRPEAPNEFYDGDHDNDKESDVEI
RGS4 act = RGS4 potentiators or activators, primary screen, cell-based, HEK293 M3R inducible RGS4, calcium flux | carbachol calcium flux Fluo4; active compounds read low | 0.92% of 310,000 active | B-score at 10 µM;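 active means B-score of the integrated calcium signal more than 4 SD below the library mean, with starting fluorescence not abnormally high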;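 further: negative B-score means reduced calcium response which marks RGS4 activation or potentiation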
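Material: Inducible-RGS4 HEK293 cells carrying M3 receptor; also added: carbachol at ECmax as muscarinic agonist stimulus; incubation: compound preincubation 20 min at room temperature before agonist; signal: Fluo4-AM (2 µM) calcium-flux fluorescence, kinetic read; measure: integrated calcium ratio converted to B score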
hERG protect = hERG rescue from dofetilide block, primary screen, cell-based, CHO-hERG, FluxOR thallium flux, dofetilide IC70. Voltage-gated inwardly rectifying potassium channel KCNH2 (Homo sapiens), Q12809. dofetilide IC70 present. activation (rescue from dofetilide block), less the hit threshold, % at 10 µM. 0.51% of 310,000 active. AID 1511, 2009;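 active means activation above the mean of controls blocked by dofetilide plus 5 SD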;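 further: thallium influx through hERG after potassium depolarization seen as dye fluorescence rise; in these data hits start at about 4.7%; inactives centre near -7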
KCNQ1 act = potentiators or activators of KCNQ1 channel, primary screen, cell-based, thallium flux, high-throughput; B-score at 10 µM; Potassium voltage-gated channel subfamily KQT member 1 (Homo sapiens), P51787; AID 2648, 2010; 0.35% of 310,000 active; CHO-K1 KCNQ1, thallium flux FluxOR fluorescence; active compounds read high;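 active means fluorescence ratio B-score, a plate-corrected score, at least three library SD, with initial intensity B-score within 5 SD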
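Medium – assay buffer, equal DMSO in all wells · Material – CHO-K1 cell line with stable KCNQ1 potassium channel expression · Signal – kinetic FluxOR thallium fluorescence, 10-s 1-Hz baseline, 110-s post-stimulus read · Compound – single concentration per compound, DMSO matched to controls · Schedule – 37 °C overnight plating, 90-min dark dye load, 20-min compound pretreatment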
KCNK3 block = human KCNK3 channel inhibitors, primary screen, CHO cells, FluxOR thallium flux, B-score. Potassium channel subfamily K member 3 (Homo sapiens), O14649. FluxOR fluorescence; active compounds read low. B-score at 10 µM. 0.84% of 340,000 active. AID 602410, 2012;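 active means B-score under library mean minus 4 SD, starting fluorescence ratio at most library mean plus 5 SD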;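 further: more negative B-score means stronger inhibition of thallium flux through KCNK3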
KCNK9 inh = KCNK9 potassium channel inhibitors, primary screen, HEK293 cells, thallium flux | FluxOR thallium flux fluorescence; active compounds read low | B-score at 10 µM | 1.2% of 310,000 active;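 active means ratio B-score over 3 SD below the library mean, with starting fluorescence within 5 SD of its mean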;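 further: negative B-score means less thallium flux so channel inhibition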
Dyrk1A ADPGlo = rat Dyrk1A kinase inhibitors, primary screen, biochemical, single point, plate reader; inhibition, % at 12.5 µM; ADP-Glo luminescence, NFATc1 peptide; Dual specificity tyrosine-phosphorylation-regulated kinase 1A (Rattus norvegicus), Q63470; 0.43% of 310,000 active; AID 504441, 2011; in the data active means inhibition above about 50%;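 further: plate controls were vehicle with enzyme for no effect and no enzyme for full effect; many of its hits are not listed in these tables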
GSK3 alpha inh = blockers of GSK3A enzyme activity – biochemical, luminescence, cell-free homogeneous, HTS, primary screen; Glycogen synthase kinase-3 alpha (Homo sapiens), P49840; AID 2650, 2010; GSK-3 alpha kinase, ADP-Glo luminescence, 60 min; 0.1% of 320,000 active; inhibition, % at 10 µM;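 in the data active means inhibition above about 50%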;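 further: GST-tagged GSK-3 alpha with peptide substrate and 25 µM ATP; 0% = DMSO neutral wells and 100% = GW8510 positive control wells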
KCNQ1 inh = inhibitors of human KCNQ1 channel, primary screen, cell-based, thallium flux, high-throughput; 1.3% of 310,000 active; Potassium voltage-gated channel subfamily KQT member 1 (Homo sapiens), P51787; B-score at 10 µM; CHO-K1 KCNQ1, FluxOR thallium flux fluorescence; active compounds read high;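 active means compounds whose thallium flux B-score, printed positive for inhibition, exceeds three library SD while starting fluorescence stays within three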;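 further: channel opened by potassium depolarization with thallium stimulus after 20 min compound exposure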
GSK3beta inhib = human GSK3beta kinase inhibitors, primary screen, biochemical, cell-free homogeneous, HTS; activity score (negative = inhibition), % at 10 µM; 0.038% of 300,000 active; Glycogen synthase kinase-3 beta (Homo sapiens), P49841; GST-GSK3beta kinase, ADP-Glo luminescence, 60 min; active compounds read low; AID 2097, 2009;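 active means more than half of replicate wells score below -50%, meaning over 50% inhibition versus plate controls; inconclusive means some replicates but at most half score below -50%; inactive means no replicate scores below -50%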;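 further: 0% = median DMSO wells and -100% = median GW8510 positive control wells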
Target sequence (P49841 whole entry, looked up): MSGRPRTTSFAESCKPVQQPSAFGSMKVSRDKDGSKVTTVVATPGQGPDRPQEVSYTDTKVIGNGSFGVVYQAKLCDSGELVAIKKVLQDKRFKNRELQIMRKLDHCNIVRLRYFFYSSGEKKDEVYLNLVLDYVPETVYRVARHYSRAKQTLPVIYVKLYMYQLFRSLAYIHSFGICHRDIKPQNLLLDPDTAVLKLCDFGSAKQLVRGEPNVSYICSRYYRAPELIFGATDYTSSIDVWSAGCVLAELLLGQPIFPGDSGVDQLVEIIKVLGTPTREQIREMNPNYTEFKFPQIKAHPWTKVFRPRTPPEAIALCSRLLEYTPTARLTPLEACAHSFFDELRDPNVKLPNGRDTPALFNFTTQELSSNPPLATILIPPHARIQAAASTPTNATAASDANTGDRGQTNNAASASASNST
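Test system: GST-fused GSK3beta enzyme, cell-free | Quantity: 1.6 ng GST-GSK3beta enzyme per well | Reagent: 25 µM ATP with peptide substrate | Schedule: 60 min enzyme reaction, room temperature | Signal: Luminescent ADP-Glo measurement of ADP formed | Read-out basis: Score relative to plate controls | Control set: DMSO and 20 µM GW8510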
PolyA inh = polyadenylation inhibitors in yeast reporter cells, primary screen, luminescence, S. cerevisiae | 0.02% of 300,000 active | S. cerevisiae SKY197-pL101 polyadenylation reporter, beta-gal luminescence; efflux-impaired pdr1/pdr3 knockout yeast; score 100 = 6 SD above DMSO | calls only at 12 µM;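 active means lowest replicate activity score at least 50, where 100 means six control SD above control mean; inconclusive means lowest score under 50 but half or more replicates reach 50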;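 further: yeast exposed to compound for 9 h at 30 °C; higher score means more reporter readthrough which indicates perturbed polyadenylation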
Starred values were filed as active, the others as inactive; i = inactive; u = inconclusive; x = no result given.

nr	Compound	HDAC3 inh	RGS4 act	hERG protect	KCNQ1 act	KCNK3 block	KCNK9 inh	Dyrk1A ADPGlo	GSK3 alpha inh	KCNQ1 inh	GSK3beta inhib	PolyA inh
1	O=c1c(C=Nc2cccc(C(F)(F)F)c2)c[nH]n1-c1cccc(Cl)n1	3	i	-4	i	i	i	-6	-3	i	1	i
2	COC(=O)c1ccc(/C=N/NC(=O)CCSc2nc3ccccc3s2)cc1	0	i	-10	i	x	i	x	-2	i	3	i
3	COc1ccc(CSCCc2n[nH]c(=S)n2-c2ccccc2)cc1	2	i	-8	i	i	i	2	2	i	2	i
4	COc1ccc(N2CCN(C(=O)c3ccc4c(c3)OCO4)CC2)cc1	5	i	-7	i	i	i	-8	-1	i	2	i
5	CC(=O)OCC1=C(C(=O)O)N2C(=O)C(NC(=O)Cn3nc(C(F)F)c(Cl)c3C)C2SC1 (centres undefined)	-2	i	-14	i	i	i	-2	2	i	4	x
6	COc1cc(/C=C2\SC(=S)N(CC(=O)NC(C)(C)C)C2=O)cc(OC)c1OC	x	i	-11	i	i	i	-2	x	i	1	i
7	O=C(COC(=O)c1cc(=O)[nH]c2ccccc12)NC1CCCCCCC1	2	i	0	i	i	i	-3	0	i	4	i
8	O=c1[nH]c(CSc2ncnc3sc(-c4ccccc4)cc23)nc2ccccc12	-6	i	-5	i	i	i	-9	-1	i	-6	i
9	O=C(CSc1ncnc2c1oc1ccccc12)NC1CCCC1	6	i	0	i	i	i	3	9	i	-2	i
10	CCOc1ccc(-c2cccc(NC(=O)c3ccco3)c2)nn1	0	i	-13	i	i	i	-1	-2	i	2	i
11	Cn1c(C(=O)N2CCC(C(N)=O)CC2)cc2c(=O)n(C)c3ccccc3c21	4	i	-6	i	i	i	15	x	i	-1	i
12	CCNC(=O)C/C(C)=N/NC(=O)C(=O)Nc1ccc(CC)cc1	-4	i	4.7*	i	i	i	x	1	i	3	i
13	CS(=O)(=O)c1ccc2nc(NC(=O)c3ccco3)sc2c1	-7	i	-16	i	i	i	18	-29	i	-1	i
14	Cc1ccc(/C=C/C(=O)O)cc1S(=O)(=O)N1CCc2ccccc2C1	-2	i	-5	i	i	i	3	-2	i	3	i
15	O=C(NCCC1=CCCCC1)c1ccc2c(=O)n3c(nc2c1)CCCCC3	0	i	-10	i	i	i	1	0	i	0	i
16	CCCc1nc(SCC(=O)N2c3ccccc3CC2C)c2c(C)c(C)sc2n1 (centres undefined)	-4	i	-7	i	i	i	-1	0	i	4	i
17	CCOC(=O)c1sc(NC(=O)C(CC)Sc2nccn2C)nc1C (centres undefined)	u	i	-4	i	i	i	-5	-2	i	-2	i
18	CN1CCN(c2nnc(-c3ccc(F)cc3)c3ccccc23)CC1	1	i	-6	i	i	i	-1	-1	i	3	i
19	N#CCN1CCN(CC(=O)c2ccc(Br)cc2)CC1	1	i	-9	i	i	i	-3	1	i	1	i
20	CCCSc1nsc(NC(=O)CC)n1	1	i	-4	i	i	i	3	0	i	1	i
21	COc1cccc(-n2nc(C#N)c(Cl)cc2=O)c1	x	i	-14	i	i	i	5	x	i	-2	i
22	CNC(=O)c1ccccc1NC(=O)c1ccco1	-3	i	-2	i	i	i	6	-1	i	0	i
23	Cc1ccc(-n2nnnc2SC(C)C(=O)Nc2ccccc2-c2ccccc2)cc1 (centres undefined)	-1	i	-10	i	i	i	2	0	i	-6	i
24	O=C(O)c1sccc1OCc1ccccc1	9	i	-6	i	i	i	-8	-1	i	2	i
25	COc1ccc(S(=O)(=O)N(C)CC(=O)N2CCCCC2)cc1Cl	2	i	0	i	i	i	-5	1	i	0	i
26	COc1ccc(S(=O)(=O)N2CCC(C(=O)NCCCn3ccnc3)CC2)cc1C	-2	i	-11	i	i	i	-7	-2	i	1	i
27	CCCCc1ccc(NC(=O)CSc2nnc(CNC(=O)c3ccco3)o2)cc1	2	i	-5	i	i	i	-5	-1	i	-1	i
28	COC(=O)Cc1cccc2c(=O)c3ccccc3oc12	-3	i	-7	i	i	i	9	4	i	-2	i
29	O=C(CSc1nnc(Cn2nnc3ccccc32)o1)N(Cc1ccc(Cl)cc1)c1ccccc1	3	i	-6	i	i	i	-2	2	i	2	i
30	CCOC(=O)C1=C(C)n2c(s/c(=C/c3cccc([N+](=O)[O-])c3)c2=O)=NC1c1ccc(O)c(OC)c1 (centres undefined)	-4	i	-14	i	i	i	7	2	6*	-1	i
31	CCOc1cc(C)ccc1OCc1nnc(SCC(=O)c2cccc([N+](=O)[O-])c2)n1C	5	i	-10	i	i	i	0	0	i	3	i
32	Cc1cc(=O)[nH]c(SCC(=O)NCCOc2ccccc2)n1	1	i	3	i	i	i	2	-2	i	4	i
33	Cc1ccccc1NC(=O)Nc1nnc(Cc2ccc([N+](=O)[O-])cc2)s1	0	i	-7	i	i	i	-7	-1	i	-3	i
34	COc1cc(NC(C)CCCN)c2ncccc2c1 (centres undefined)	10	i	-6	i	i	i	16	4	i	-1	i
35	COCCCNC(=S)NNC(=O)c1cc(-c2ccncc2)nc2ccccc12	-7	i	-8	i	i	i	0	5	i	12	i
36	Cc1c(NC(=S)NC(=O)c2ccc(COc3ccccc3)cc2)cccc1C(=O)O	6	i	-12	i	i	i	-4	-2	i	2	i
37	O=C(OCCN=C1NS(=O)(=O)c2ccccc21)c1ccncc1	-2	i	-10	i	i	i	-1	4	i	-3	i
38	Cc1ccc(NC(=O)c2cccc3ccccc23)cc1	0	i	-6	i	i	i	7	-1	i	1	i
39	CC1(c2ccc([N+](=O)[O-])cc2)NC(=O)N(CC(=O)c2ccc3c(c2)OCO3)C1=O (centres undefined)	0	i	-10	i	i	i	-5	-1	i	0	i
40	COc1ccc(CNCC(O)(c2ccccc2)c2ccc(F)cc2)cc1OC (centres undefined)	-12	i	-10	i	i	i	-2	0	i	0	i
41	Cc1cc(N2C(=O)C(O)=C(C(=O)c3ccco3)C2c2cccc(O)c2)no1 (centres undefined)	2	i	-2	i	i	i	-2	x	i	-6	i
42	O=[N+]([O-])c1ccccc1N=Nc1ccc(O)cc1	3	i	-6	i	i	i	1	4	i	1	i
43	CCc1nnc(NC(=O)CCNC(=O)c2ccccc2Cl)s1	1	i	-13	i	i	i	-1	2	i	3	i
44	CCN(CC)CCn1c2c(c(SCC(=O)Nc3ccc4c(c3)OCO4)nc1=O)CCC2	4	i	-8	i	i	i	-3	-4	i	3	i
45	O=C(Cc1ccccc1)NC1CCN(S(=O)(=O)c2ccc(C(=O)O)cc2)CC1	-1	i	6.1*	i	i	i	-3	-1	i	-1	i
46	CC1Cc2ccccc2N1C(=O)CSc1nnc(Cc2ccccc2)n1CCc1ccccc1 (centres undefined)	x	i	-8	i	i	i	5	x	i	3	i
47	O=C1N(c2ccccc2)C(=Nc2ccccc2)SC12CC2	1	i	-1	i	i	i	1	0	i	5	i
48	CC(=O)OC[C@H]1O[C@@H](Sc2cccc3cccnc23)[C@H](OC(C)=O)[C@@H](OC(C)=O)[C@H]1OC(C)=O	-15	i	-6	i	i	i	1	-1	i	0	i
49	Cc1cc(C)c2c(=O)[nH]n(C3CCCCCC3)c2n1	4	i	-7	i	i	i	2	-1	i	-1	i
50	Cc1c(OC(C)C(=O)NCC2CCC(C(=O)O)CC2)ccc2c1oc(=O)c1ccccc12 (centres undefined)	-70	i	-3	i	i	i	3	2	i	-3	i
51	COc1ccc(CCNC(=O)c2cc(-c3ccc(Cl)c(Cl)c3)oc2C)cc1	-1	i	-4	i	i	i	-7	0	i	2	i
52	Nc1c(-c2ccccc2)c(CN2CCOCC2)nn1-c1ccccc1	2	i	-5	i	i	i	1	0	i	-2	i
53	NCC(O)(c1ccc(Cl)cc1)c1ccc(Cl)cc1	0	i	-17	i	i	i	-2	x	i	-8	i
54	CC(O)[C@H]1CNC(=O)C(=O)N1CC1(c2ccccc2)CC1 (some centres undefined)	1	i	-9	i	i	i	0	-1	i	0	i
55	CN1CCN(c2nc(-c3cccnc3)nc3ccccc23)CC1	-5	i	-14	i	i	i	18	7	i	-6	i
56	COc1cc(C(=O)NCCCNc2ccc([N+](=O)[O-])cc2)cc(OC)c1OC	1	i	-2	i	i	i	-5	1	i	-5	i

This is a subset. The share of hits here may be higher or lower than overall.
